CHRM1 agonist: human M1 muscarinic receptor agonism; CHO-K1 hM1, Fluo-8 calcium fluorescence, agonist mode; 0% DMSO, 100% acetylcholine EC100; activation, % at 3 µM; actives 0.33% (n = 360,000); AID 588814;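 active = activation above the run's mean compound activation plus 3 SD, cut at about 16% in these data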;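 also: peak over basal fluorescence ratio within a 140 s kinetic read after compound addition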
Target sequence (P11229 whole entry, looked up): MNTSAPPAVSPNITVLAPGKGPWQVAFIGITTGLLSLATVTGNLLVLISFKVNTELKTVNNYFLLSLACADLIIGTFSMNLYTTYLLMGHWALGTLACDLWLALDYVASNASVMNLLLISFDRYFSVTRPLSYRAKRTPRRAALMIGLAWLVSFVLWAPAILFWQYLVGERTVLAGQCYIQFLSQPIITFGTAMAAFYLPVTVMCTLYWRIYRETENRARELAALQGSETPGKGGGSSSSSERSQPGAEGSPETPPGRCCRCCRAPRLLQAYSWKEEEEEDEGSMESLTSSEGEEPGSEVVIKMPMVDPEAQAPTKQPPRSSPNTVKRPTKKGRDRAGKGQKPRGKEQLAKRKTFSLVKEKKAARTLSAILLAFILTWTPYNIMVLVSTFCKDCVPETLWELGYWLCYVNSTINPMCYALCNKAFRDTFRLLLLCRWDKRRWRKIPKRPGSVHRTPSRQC
TAAR1 ag: agonists of human TAAR1; actives 0.99% (n = 360,000); CHO RD-HGA16 TAAR1, Fluo-8 calcium fluorescence; vehicle wells 0%, saturating PEA agonist 100%; activation, % at 3 µM;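 active = activation above the mean activation of all test compounds in the run plus 3 SD, cut at about 38% in these data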
Target sequence (Q96RJ0 whole entry, looked up): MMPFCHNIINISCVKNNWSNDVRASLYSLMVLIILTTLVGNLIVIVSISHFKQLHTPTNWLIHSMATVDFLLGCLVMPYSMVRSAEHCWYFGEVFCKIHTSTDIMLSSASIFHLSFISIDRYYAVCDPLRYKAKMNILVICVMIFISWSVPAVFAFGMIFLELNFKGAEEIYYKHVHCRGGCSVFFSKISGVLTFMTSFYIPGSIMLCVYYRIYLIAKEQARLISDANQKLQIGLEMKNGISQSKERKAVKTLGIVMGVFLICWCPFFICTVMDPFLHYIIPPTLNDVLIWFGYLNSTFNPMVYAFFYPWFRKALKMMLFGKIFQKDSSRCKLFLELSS
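Repeats: no replicates (n 1) | Material: CHO-derived RD-HGA16 cells with stable Gα16 and human TAAR1 | Technique: Kinetic Fluo-8 calcium fluorescence | Schedule: 17-24 h seeding, 75 min 37 °C dye, 30 min RT | Evaluation: % activation from peak over basal fluorescence ratio, DMSO-to-PEA scaled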
CHO-K1 Ca PAM: nonselective activator or artifact in parental CHO-K1 calcium assay; ATP EC20, Fluo-8 calcium fluorescence; 0% at ATP EC20, 100% at ATP max; activation, % at 3 µM; actives 0.02% (n = 360,000); AID 602247;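 active = activation above the run cutoff, the mean activation of all test compounds plus 3 SD, cut at about 40% in these data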;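 also: peak over basal fluorescence ratio in a 140 s read after ATP addition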
CHO-K1 Ca antag: counter-screen for M1 antagonists: effect in parental CHO-K1 cells; ATP-induced calcium, Fluo-8 fluorescence; inhibition, % at 3 µM; actives 0.6% (n = 360,000); AID 602250;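 active = inhibition above a per-plate cutoff, the plate's mean sample inhibition plus 3 SD, cut at about 24% in these data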;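 also: 0% = DMSO plus EC80 ATP and 100% = DMSO alone without ATP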
TAAR1 antagonist: antagonists of human TAAR1 | Q96RJ0 | CHO RD-HGA16 TAAR1, Fluo-8 calcium fluorescence, antagonist | inhibition, % at 3 µM | actives 1.5% (n = 360,000) | AID 624466;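 active = inhibition above a per-plate cutoff, the mean inhibition of test compounds on that plate plus 3 SD, cut at about 49% in these data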;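 also: 0% = DMSO plus EC80 beta-PEA response and 100% = DMSO alone without agonist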
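test system = CHO RD-HGA16 cells bearing hTAAR1 | replication = singlicate | controls = DMSO-only wells and EC80 β-PEA-stimulated wells | reagent = EC80 β-phenethylamine stimulus | read-out basis = percent inhibition of PEA-evoked calcium signal, max/basal emission ratio | schedule = seeding 17-24 h prior, 75-min 37 °C, 30-min RT dye loading | signal = kinetic Fluo-8 calcium fluorescence measurement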
M1 PAM: positive allosteric modulators of human M1 muscarinic receptor; P11229; CHO-K1 hM1, Fluo-8 calcium fluorescence, ACh EC20; 0% = ACh EC20, 100% = maximal ACh; activation, % at 3 µM; actives 0.088% (n = 360,000); AID 588819; in the data active = activation above about 19%, passing the limit was not always enough
CHO parental Ca: counter-screen: ATP calcium response change in parental CHO cells; AID 463079; inhibition, % at 5.6 µM; parental CHO-K1, ATP-induced calcium, Fluo-8 fluorescence; actives 0.63% (n = 330,000);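 active = inhibition above that plate's mean sample inhibition plus 3 SD, cut at about 26% in these data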;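 also: 0% = ATP-challenged DMSO wells and 100% = DMSO wells without ATP; some compounds past the cut are filed as inactive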
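test system = CHO parental line | reagent = ATP stimulus | measured by = intracellular calcium via Fluo-8 no-wash fluorescent dye | control set = ATP and no-ATP DMSO wells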
CHO-K1 Ca ag: M1 agonist counterscreen hit in parental CHO-K1 cells; Fluo-8 calcium fluorescence; scaled to maximal ATP response, vehicle zero; actives 0.48% (n = 360,000); AID 602248; activation, % at 3 µM; in the data active = activation above about 15%;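 also: untransfected CHO-K1 host cells lacking M1 receptor as counterscreen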
M1 antag: blocks human M1 muscarinic receptor | CHO-K1 hM1, Fluo-8 calcium fluorescence, ACh EC80 antagonist | inhibition, % at 3 µM | actives 1.3% (n = 360,000) | AID 588852;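 active = percent inhibition above its own plate's cutoff, namely the mean of that plate's compound wells plus 3 SD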;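 also: peak over basal fluorescence ratio during 140 s after agonist addition; 0% = ACh EC80 plus DMSO and 100% = DMSO alone without agonist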
* marks the source's active call; other numbers are inactive results; . = not tested or not shown.

SMILES	CHRM1 agonist	TAAR1 ag	CHO-K1 Ca PAM	CHO-K1 Ca antag	TAAR1 antagonist	M1 PAM	CHO parental Ca	CHO-K1 Ca ag	M1 antag
Cc1ccc(C(=O)NC(Cc2ccc(C(C)(C)C)cc2)C(=O)O)cc1 (stereo unspecified)	-2	1	21	-13	-7	11	-8	0.0	-12
O=C(NCC1CCCO1)c1ccc2c(c1)N(Cc1ccc(F)cc1Cl)C(=O)CS2 (stereo unspecified)	-5	1	14	-13	-2	-1	-29	2.1	-2
CCOC(=O)C1(C)CCCN(C(=O)c2cccc(OC(F)(F)F)c2)C1 (stereo unspecified)	-3	0	13	-9	-5	2	.	-0.3	-2
Nc1cc(-c2ccccc2)nn1S(=O)(=O)c1ccc(Br)cc1	-2	1	10	-2	-38	0	-1	-0.4	1
C/C(=N\Nc1ccccc1)c1cccs1	-2	1	20	-15	8	13	.	2.4	-9
O=C(N/N=C/c1cc(Br)c(O)c([N+](=O)[O-])c1)C(O)(c1ccccc1)c1ccccc1	-5	3	-4	-1	0	-1	-15	0.1	-5
O=C(COC(=O)CCC(=O)c1cccs1)NCc1ccccc1	1	1	16	-14	13	13	6	0.2	-15
CC(C)c1ccc(NC(=O)c2ccc(NS(C)(=O)=O)cc2)cc1	-14	5	12	8	-21	-2	-5	0.3	8
O=C(O)CN(CC(=O)O)CC(=O)O	-1	-1	3	0	6	0	.	0.0	-12
CN(c1ccccc1)S(=O)(=O)c1cc(C(=O)NCc2ccco2)ccc1Cl	-3	2	2	4	-3	3	.	3.1	-11
CC(=O)NCCNC(=O)C1Cc2c(-c3ccc(Cl)cc3)ccnc2O1 (stereo unspecified)	-2	0	-16	-1	1	-3	.	-0.3	1
COC(=O)CCC(=O)Nc1ccc(OC)cc1	0	1	4	-6	9	-3	-5	0.4	-20
CC(C)(C)OC(=O)C[C@H]1C/C=C\C[C@H](CC(=O)N[C@H](CO)Cc2ccccc2)C(=O)N[C@@H](Cc2ccccc2)COC1=O	-4	12	13	-24	28	-7	-21	0.1	-4
COCCn1c(C)cc(C(=O)COC(=O)c2cc3c(s2)CCC3)c1C	-5	5	-4	1	-5	2	-8	0.4	0
Cn1c(=O)c2c(nc(Br)n2CCc2ccccc2)n(C)c1=O	-2	3	12	-8	0	-1	-8	3.0	1

An excerpt from above in order of length of the SMILES, rising:
SMILES	CHRM1 agonist	TAAR1 ag	CHO-K1 Ca PAM	CHO-K1 Ca antag	TAAR1 antagonist	M1 PAM	CHO parental Ca	CHO-K1 Ca ag	M1 antag
C/C(=N\Nc1ccccc1)c1cccs1	-2	1	20	-15	8	13	.	2.4	-9
Nc1cc(-c2ccccc2)nn1S(=O)(=O)c1ccc(Br)cc1	-2	1	10	-2	-38	0	-1	-0.4	1
CN(c1ccccc1)S(=O)(=O)c1cc(C(=O)NCc2ccco2)ccc1Cl	-3	2	2	4	-3	3	.	3.1	-11

Continuation.
SMILES	CHRM1 agonist	TAAR1 ag	CHO-K1 Ca PAM	CHO-K1 Ca antag	TAAR1 antagonist	M1 PAM	CHO parental Ca	CHO-K1 Ca ag	M1 antag
CC1=NN(C(N)=S)C(=O)C1N=Nc1ccc(O)cc1 (stereo unspecified)	-5	2	7	0	5	15	.	0.3	-11
CCc1ccccc1NNC(=O)c1snnc1C	-2	4	1	5	-15	7	-10	0.2	-13
CCOc1ccc(OCC)c(S(=O)(=O)NCc2cccnc2)c1	-1	-1	-10	-1	19	7	-3	-0.2	0
COc1ccc(/C=N/NC(=O)c2c(C)nc3ccc(Br)cn23)cc1OC	-3	1	-18	17	3	-1	-9	1.2	8
COc1cccc(-n2nnnc2SCC(=O)Nc2ccc(OC)cc2OC)c1	-1	3	8	-8	1	-1	-4	0.8	-6
CCOc1ccc(-n2cc(C(=O)NC(C)C)c3cc(OC)c(OC)cc3c2=O)cc1	-1	8	13	11	18	1	-8	9.9	0
CC12CN3CC(C)(CN(C1)C3c1cc3ccccc3[nH]1)C2=O (stereo unspecified)	-4	-2	20	-6	-18	5	-6	0.5	-13
CN1CCN(c2ccc(Cl)cc2NC(=O)/C=C/c2cccc(F)c2)CC1	-3	10	13	-12	5	10	7	1.7	-11
CCOc1ccc(Cl)cc1-c1cc(C(=O)NCCc2ccncc2)[nH]n1	-1	1	11	-2	-2	11	.	1.0	-14
COc1ccc(S(=O)(=O)N2CCN(C(=S)NCCc3ccccc3)CC2)cc1	-1	5	6	-13	3	6	-8	3.9	-11
COc1cc(/C=C/C(=O)OCC(=O)N2CCN(S(=O)(=O)c3ccc(C)cc3C)CC2)cc(Cl)c1OC	1	3	-2	3	31	4	.	1.0	-10
CN(C)c1ccc(CC(=O)N2CCCCC2c2cc(C(=O)Nc3ccccc3Cl)no2)cc1 (stereo unspecified)	-4	-1	-10	-2	6	-2	.	1.0	-8
COC(=O)Cc1ccc(NC(=S)NCc2ccc(Cl)cc2)cc1	0	13	3	2	7	3	-11	2.5	-6
Cc1cccc(-c2noc(C(C)NC(=O)c3ccco3)n2)c1 (stereo unspecified)	0	-3	16	6	1	6	-5	2.6	-7
CN(Cc1cccnc1)Cc1cn(C)nc1-c1ccc(Oc2ccccc2)cc1	-6	5	5	-12	-13	-2	-16	4.9	-2
O=c1oc(CCO)cc2ccc(Br)cc12	-3	1	1	1	6	12	-6	0.2	-18
OC[C@@H]1CN(Cc2cccs2)C[C@H](n2cnc3c(NCc4ccco4)ncnc32)O1	-3	1	4	-4	-8	2	.	0.3	-2
Cc1c(C(=O)Nc2ccc(S(=O)(=O)Nc3ncccn3)cc2)oc2ccc(Cl)cc12	-2	-1	2	-2	14	6	-11	0.0	-15
COc1ccc(C(=O)/C=C2\C(=O)Nc3ccc(Br)cc32)cc1	19*	3	9	13	43	12	.	3.6	20
CCc1ccc(OCC(O)CN2CCN(c3ccccn3)CC2)cc1 (stereo unspecified)	-7	0	5	-11	-16	21	-15	0.3	-21
CCCc1nc(SCC(=O)Nc2ccccc2OC)c2c(=O)n(C)c(=O)n(C)c2n1	-3	0	19	-6	-22	5	-14	-0.3	-18
COc1cc2cc(C(=O)N(C)Cc3ccccc3)[nH]c2cc1OC	-4	2	7	2	-10	0	.	0.0	0
Cc1ccc(S(=O)(=O)N2CCCCC2)c(C)c1NS(C)(=O)=O	-7	6	24	-5	12	16	-15	11	-8
CCOc1ccc2nc(N(CCN(C)C)C(=O)c3cc4ccccc4cc3OC)sc2c1	1	.	2	-7	.	6	-14	2.6	-1
C=CCn1c(SCC(=O)N2CCOCC2)nc2sc(C)c(C)c2c1=O	-5	-2	3	-15	-1	3	-10	0.7	-13
Cc1ccn2c(=O)nc(SCC(=O)N3CCCC3)nc2c1	-3	3	-2	-4	-8	4	-9	-0.1	-5
COc1ccc(N(CC(=O)O)S(=O)(=O)c2cccnc2)cc1	-3	5	10	-3	-11	1	-7	0.4	-2
Cc1ccccc1-c1noc(CNC(=O)COc2ccccc2)n1	-5	0	3	-18	-18	2	-16	1.7	0
O=C1c2cccc3cccc(c23)N1Cc1cccc(F)c1	-1	-1	7	-14	-7	1	-29	-1.7	-4
N/C(CN1CCCC1=O)=N\OC(=O)c1ccc(Cl)cc1	-8	6	17	-3	10	6	6	0.9	-7
Cc1cc(NCc2ccccc2Cl)n2nnnc2n1	-8	12	30	-18	-22	3	3	0.9	-10
CC(C)c1ccc(NC2CCCN(C(=O)C3=NN(C)C(=O)CC3)C2)cc1 (stereo unspecified)	0	1	-1	-3	-11	6	-11	4.7	-7
CN(CC(=O)Nc1c(Cl)cccc1Cl)C(=O)CCNS(=O)(=O)c1ccccc1C(F)(F)F	-1	0	-22	10	-7	-8	-21	0.1	22
Cc1c(CC(Cl)(Cl)Cl)c2c(n1O)CC(C)(C)CC2=O	-1	9	8	-5	-7	-12	-12	11	5
O=C(COc1ccc(Cl)cc1)NCCSCc1cccc(Cl)c1	-3	5	20	-10	11	3	2	4.6	1
COc1ccc(S(=O)(=O)NCC2(N3CCOCC3)CCCCC2)cc1OC	-4	1	-11	-6	-11	3	.	0.6	-6
CNC(=O)/C(C#N)=C/c1ccc(-c2nc3ccccc3s2)o1	-6	0	5	0	3	12	-10	-0.3	-11
O=C(Nc1ccc(F)cc1)NC1(C(=O)NCc2ccco2)CCCCC1	-3	2	1	11	-3	2	-4	0.3	-1
O=C(OCC(=O)c1cccs1)c1ccccc1	-1	3	14	-4	-3	10	-7	0.1	-2
O=C1CCCC/C1=C/Nc1ccc(S(=O)(=O)Nc2ncccn2)cc1	-1	3	19	-16	2	10	9	0.9	-15

Molecules from the list above that have a Cl atom:
SMILES	CHRM1 agonist	TAAR1 ag	CHO-K1 Ca PAM	CHO-K1 Ca antag	TAAR1 antagonist	M1 PAM	CHO parental Ca	CHO-K1 Ca ag	M1 antag
O=C(NCC1CCCO1)c1ccc2c(c1)N(Cc1ccc(F)cc1Cl)C(=O)CS2 (stereo unspecified)	-5	1	14	-13	-2	-1	-29	2.1	-2
CN(c1ccccc1)S(=O)(=O)c1cc(C(=O)NCc2ccco2)ccc1Cl	-3	2	2	4	-3	3	.	3.1	-11
CC(=O)NCCNC(=O)C1Cc2c(-c3ccc(Cl)cc3)ccnc2O1 (stereo unspecified)	-2	0	-16	-1	1	-3	.	-0.3	1
CN1CCN(c2ccc(Cl)cc2NC(=O)/C=C/c2cccc(F)c2)CC1	-3	10	13	-12	5	10	7	1.7	-11
CCOc1ccc(Cl)cc1-c1cc(C(=O)NCCc2ccncc2)[nH]n1	-1	1	11	-2	-2	11	.	1.0	-14
COc1cc(/C=C/C(=O)OCC(=O)N2CCN(S(=O)(=O)c3ccc(C)cc3C)CC2)cc(Cl)c1OC	1	3	-2	3	31	4	.	1.0	-10
CN(C)c1ccc(CC(=O)N2CCCCC2c2cc(C(=O)Nc3ccccc3Cl)no2)cc1 (stereo unspecified)	-4	-1	-10	-2	6	-2	.	1.0	-8
COC(=O)Cc1ccc(NC(=S)NCc2ccc(Cl)cc2)cc1	0	13	3	2	7	3	-11	2.5	-6
Cc1c(C(=O)Nc2ccc(S(=O)(=O)Nc3ncccn3)cc2)oc2ccc(Cl)cc12	-2	-1	2	-2	14	6	-11	0.0	-15
N/C(CN1CCCC1=O)=N\OC(=O)c1ccc(Cl)cc1	-8	6	17	-3	10	6	6	0.9	-7
Cc1cc(NCc2ccccc2Cl)n2nnnc2n1	-8	12	30	-18	-22	3	3	0.9	-10
CN(CC(=O)Nc1c(Cl)cccc1Cl)C(=O)CCNS(=O)(=O)c1ccccc1C(F)(F)F	-1	0	-22	10	-7	-8	-21	0.1	22
Cc1c(CC(Cl)(Cl)Cl)c2c(n1O)CC(C)(C)CC2=O	-1	9	8	-5	-7	-12	-12	11	5
O=C(COc1ccc(Cl)cc1)NCCSCc1cccc(Cl)c1	-3	5	20	-10	11	3	2	4.6	1

Compound activity: PubChem BioAssay, The Scripps Research Institute Molecular Screening Center
